Screening results deposited in PubChem BioAssay by several laboratories.
TNF necrop inh = blocks TNF-alpha induced death of Jurkat FADD-/- cells. actives 0.068% (n = 220,000). Jurkat FADD-/- TNF necroptosis rescue, ATP luminescence, 24 h; 0 = TNF only, 100 = no-TNF cells. activation (protection from cell death), % at 10 µM;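 active means activation, meaning protection from cell death, of at least 50% relative to plate controls; inactive means activation below 50%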;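 further: necroptosis triggered by 40 ng/mL TNF-alpha added together with compound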
Rad51 HR inh = Rad51 (human) homologous recombination inhibition; Q06609; hRad51 DNA strand exchange, fluorescence dequenching; inhibition, % at 10 µM; actives 0.085% (n = 200,000);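 active means inhibition above 40% at the single screening dose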;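 further: 0% = DMSO control wells and 100% = blanks with heterologous ssDNA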
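Material: hRad51 filaments on single-stranded DNA; Reagent: Donor/quencher-labelled 47-bp dsDNA substrate; Compound: 10 µM final, single point; Schedule: 37 °C 15-min filament assembly, 30-min compound preincubation, 15-min exchange; Technique: FRET fluorescence, excitation 485 nm, emission 520 nm; Benchmarks: control wells and blank wells on each plate.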
FXIIa inh = inhibitors of human coagulation factor XIIa; purified FXIIa, Boc-QGR-AMC fluorogenic substrate, 2 h; actives 0.3% (n = 220,000); inhibition, % at 5 µM; AID 800; in the data active means inhibition above about 40%;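 further: 0% = enzyme with no compound and 100% = blank without enzyme; many of its hits are not listed in these tables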
Target sequence (P00748 20-372 limits assumed): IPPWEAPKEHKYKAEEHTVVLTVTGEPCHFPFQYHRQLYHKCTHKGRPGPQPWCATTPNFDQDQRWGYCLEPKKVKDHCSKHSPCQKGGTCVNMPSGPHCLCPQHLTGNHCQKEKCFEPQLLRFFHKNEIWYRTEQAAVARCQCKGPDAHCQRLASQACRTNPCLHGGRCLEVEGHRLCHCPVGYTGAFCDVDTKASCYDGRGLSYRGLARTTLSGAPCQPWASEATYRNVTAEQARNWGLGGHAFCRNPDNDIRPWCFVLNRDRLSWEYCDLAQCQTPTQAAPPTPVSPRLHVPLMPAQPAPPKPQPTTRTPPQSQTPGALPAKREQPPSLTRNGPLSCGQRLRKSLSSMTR
Target sequence (P00748 373-615 limits assumed): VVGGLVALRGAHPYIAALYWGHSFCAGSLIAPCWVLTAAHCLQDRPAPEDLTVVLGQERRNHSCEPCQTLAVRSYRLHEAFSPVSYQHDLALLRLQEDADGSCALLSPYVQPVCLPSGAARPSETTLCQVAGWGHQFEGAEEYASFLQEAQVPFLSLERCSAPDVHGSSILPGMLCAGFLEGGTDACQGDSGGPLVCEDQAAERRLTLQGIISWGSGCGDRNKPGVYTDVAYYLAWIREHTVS
Thrombin inh = thrombin (human) inhibition | AID 1046 | actives 0.26% (n = 220,000) | inhibition, % at 5 µM | alpha-thrombin, Boc-VPR-AMC fluorogenic substrate cleavage;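 active means inhibition at or above 40%; inactive means inhibition below 40%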;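 further: 0% = enzyme with no compound and 100% = wells without enzyme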
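signal = AMC fluorescence, 355/460 nm | material = human alpha-thrombin enzyme | control set = enzyme without compound as high, wells lacking enzyme as low | times = reaction at room temperature | read-out basis = percent inhibition scaled between no-compound controls and no-enzyme blanks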
Hck-Nef inh = human Hck-Nef kinase inhibition; P08631; Recombinant Hck-YEEI plus Nef, Z-Lyte FRET kinase assay; inhibition, % at 20 µM; actives 0.68% (n = 220,000); AID 463187;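 active means Hck-Nef kinase inhibition above about 50%, limit read from the data; inactive means inhibition below that limit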;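 further: 0% = DMSO with Hck plus Nef and 100% = Hck alone without Nef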
FXIa inh 1536 = inhibitors of human coagulation factor XIa; purified FXIa, Boc-Glu-Ala-Arg-AMC fluorogenic substrate; actives 0.14% (n = 220,000); AID 798; inhibition, % at 5 µM; P03951;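 active means inhibition of at least 40%; inactive means inhibition below 40%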;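 further: fluorescence of freed AMC excited at 355 nm; 0% = enzyme without compound and 100% = no enzyme blank; many of its hits are not listed in these tables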
KCC2 mod = KCC2 (human) Cl- transport modulation. Q9H2X9. KCC2 cells, thallium flux FluoZin-2 fluorescence. B-score of Tl+ flux slope (higher = more flux/activation; lower = inhibition) at 10 µM. actives 2.2% (n = 190,000);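 active means thallium flux slope and its plate-corrected score both differing from the plate sample mean at a set confidence after two filtering rounds, in either direction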;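 further: slope of fluorescence scaled to starting intensity during 10 to 20 s after thallium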
hK5 inh = inhibitors of human kallikrein 5. recombinant hK5, fluorogenic AMC substrate cleavage. AID 873. actives 0.59% (n = 210,000). inhibition, % at 5 µM. Q9Y337;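 active means inhibition of 40% or more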;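 further: 0% = enzyme controls without compound and 100% = no-enzyme blanks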
Target sequence (Q9Y337 67-293 limits assumed): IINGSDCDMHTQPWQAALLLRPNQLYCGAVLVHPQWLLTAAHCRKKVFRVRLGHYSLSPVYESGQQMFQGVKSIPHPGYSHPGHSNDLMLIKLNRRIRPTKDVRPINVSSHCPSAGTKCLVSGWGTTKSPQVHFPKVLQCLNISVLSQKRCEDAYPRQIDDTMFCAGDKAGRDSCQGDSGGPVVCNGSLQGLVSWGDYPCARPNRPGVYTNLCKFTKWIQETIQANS
L929 necroptosis = blocks zVAD induced death of L929 cells | L929 zVAD necroptosis rescue, ATP luminescence, 24 h; with zVAD 60 µM | viability rescue, % at 10 µM | actives 0.38% (n = 220,000) | AID 1377;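 active means activation, scaled between plate controls, above about 75%, limit read from the data; inactive means activation under that limit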;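 further: 0% = zVAD with DMSO and 100% = DMSO alone without zVAD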
* = called active by the depositor; nt = no result given.

SMILES | TNF necrop inh | Rad51 HR inh | FXIIa inh | Thrombin inh | Hck-Nef inh | FXIa inh 1536 | KCC2 mod | hK5 inh | L929 necroptosis
CCCCn1c(-c2cc(Cl)ccc2OC)n[nH]c1=S | -0.9 | -2 | 9 | -3 | 0 | -7 | -0.64 | -18 | -0.1
C=CCC(C)(NCc1ccccc1)c1ccco1 (stereo unspecified) | -1.8 | -7 | -23 | -3 | 0 | -21 | 0.74 | 5 | 0.1
CCCCN(Cc1cc2cc(OC)ccc2[nH]c1=O)C(=O)c1ccccn1 | 0.2 | 4 | 19 | 4 | 1 | 8 | 1.5 | 3 | 0.0
O=C(/C=C/c1ccccc1Cl)Nc1cccc(O)c1 | -1.0 | -7 | 1 | -2 | -27 | 2 | 1.3 | -7 | 1.9
O=C(CCc1ccccc1)NC(=S)Nc1cccc(Br)c1 | 2.4 | 7 | 14 | 1 | 2 | 6 | 4.8* | -14 | -0.5
CC(CCc1ccccc1)NC(=O)Cc1ccc([N+](=O)[O-])cc1 (stereo unspecified) | 2.0 | -9 | 12 | -3 | 1 | 3 | -1.5 | -8 | 1.0
O=C(CCCSc1nc2ccccc2s1)Nc1nccs1 | 0.8 | -5 | 15 | 3 | -1 | 6 | nt | -11 | 5.1
O=C1CC(c2cccc([N+](=O)[O-])c2)c2c(ccc3ccccc23)N1 (stereo unspecified) | -16 | 3 | 17 | 2 | -1 | 1 | -0.17 | 1 | 0.9
O=c1cc(CN2CCCc3ccccc32)nc2sccn12 | -0.8 | -74 | 3 | -4 | -12 | 0 | 0.98 | -3 | -0.4
O=S1(=O)CCN(Cc2cccc(Cl)c2)CC1 | 1.5 | 7 | 5 | -4 | 0 | -4 | 0.43 | 0 | 1.2
Nc1cccc(C2=Nc3cccc4cccc(c34)N2)c1 | -4.5 | -4 | 10 | -3 | 5 | 6 | 0.075 | 0 | 1.6
COc1ccc(NS(=O)(=O)c2cccc(NC(=O)c3cnccn3)c2)cc1Br | 1.3 | 5 | 5 | 2 | -3 | -1 | -0.083 | -4 | 0.1
CN(CCC#N)C(=O)COC(=O)c1ccccc1C(=O)c1ccc(Cl)c([N+](=O)[O-])c1 | 8.0 | 32 | 2 | 7 | 27 | -2 | -1 | -3 | 61
COc1ccc(CCNS(=O)(=O)c2cc(C(=O)O)c(Cl)cc2Cl)cc1 | -0.8 | 5 | 4 | -1 | 15 | -4 | -0.3 | 0 | 4.9
Cc1cc(C(=O)Nc2c(F)cc(F)cc2Br)no1 | -0.8 | 4 | -16 | -7 | 0 | -9 | 0.37 | -4 | -0.2
O=C(O)/C=C/c1cccc(OCc2ccccc2)c1 | 0.6 | -12 | 3 | -10 | 20 | -3 | -0.83 | -6 | 7.1
COc1ccccc1/C=C/C(=O)Nc1ccc2c(c1)OCCO2 | -4.2 | nt | 10 | 3 | 5 | 5 | -0.64 | 0 | 2.8
O=C(Cn1nnc(-c2ccccc2)n1)OCc1ccccc1 | -1.5 | -4 | 6 | -3 | 1 | 4 | -0.29 | 4 | 1.0
O=C(COC(=O)c1cccnc1SCC(=O)NCc1ccccc1)NCc1ccccc1 | -2.3 | 0 | 7 | 1 | -19 | 1 | nt | -17 | 0.0
CCCCC(=O)Nc1ccc2c(c1)OCCO2 | 6.4 | 4 | 11 | 1 | 1 | 6 | nt | 6 | -0.2
CCC(Sc1nc2ccccc2o1)C(=O)Nc1nnc(C)s1 (stereo unspecified) | 4.2 | -5 | -3 | -14 | 1 | -5 | -1 | -4 | 1.1
CCOC(=O)N1CCN(c2nc3c(c(=O)[nH]c(=O)n3C)n2Cc2ccccc2Cl)CC1 | 0.7 | -3 | 19 | 2 | 4 | 2 | 0.46 | -12 | -0.2
O=C(c1cc(-c2ccc3c(c2)OCO3)on1)N1CCN(c2ccccc2)CC1 | 0.1 | -7 | -14 | -15 | -1 | -2 | 0.0006 | 1 | 0.6
CCCCCC(=O)NC(=S)Nc1cccc(-c2nc3ncccc3o2)c1 | 2.1 | nt | 0 | -9 | -13 | -1 | 1.1 | -4 | 0.5

KCC2 mod: what is marked active above
SMILES | Rad51 HR inh | FXIIa inh | Thrombin inh | Hck-Nef inh | FXIa inh 1536 | KCC2 mod | hK5 inh
O=C(CCc1ccccc1)NC(=S)Nc1cccc(Br)c1 | 7 | 14 | 1 | 2 | 6 | 4.8* | -14

Next part:
SMILES | TNF necrop inh | Rad51 HR inh | FXIIa inh | Thrombin inh | Hck-Nef inh | FXIa inh 1536 | KCC2 mod | hK5 inh | L929 necroptosis
O=C(Cc1c(F)cccc1Cl)Nc1nc2ccccc2s1 | 4.0 | 10 | 9 | -1 | 12 | -2 | -0.83 | 0 | 17
Cc1cc(C)n(-c2nc(NCC(C)O)c3c4c(sc3n2)CCCC4)n1 (stereo unspecified) | -2.1 | 17 | -8 | -5 | 6 | -14 | -0.16 | -36 | 1.4
c1csc(-c2nn[nH]n2)c1 | -0.3 | -3 | 20 | -13 | 1 | 18 | 0.28 | -33 | -0.1
Cc1cc(Cl)cc(C)c1OCC(=O)O | nt | -2 | 6 | -4 | nt | 1 | nt | -13 | nt
Cc1cnc(NC(=O)CN2CCN(c3ccccn3)CC2)s1 | 29 | nt | 12 | 0 | 1 | 1 | -0.35 | -1 | 58
O=C(O)CCCCCNC(=O)Nc1ccc2c(c1)OCCO2 | 1.4 | -1 | 12 | 0 | 4 | -15 | -1.1 | 5 | 0.0
Cc1cc(C)n(C(=O)CNc2ccc(C)c(C)c2)n1 | -0.9 | nt | 3 | -8 | 7 | -2 | 1.5 | -7 | -0.3
CC(C)C(=O)NNC(=O)CSc1nc(C2CCCCC2)nc2ccccc12 | 0.8 | -9 | 12 | 2 | 0 | -5 | 0.97 | 7 | 3.3
Cc1cc(/C=C2\SC(=S)NC2=O)cc(C)c1O | -1.0 | -23 | 9 | -3 | 21 | -4 | 7.6* | -1 | 42
O=c1cc(O)c2ccc(O)cc2o1 | 0.2 | -5 | 4 | 0 | 6 | -1 | -0.25 | -3 | -0.1
CCN(C(N)=S)c1ccccc1 | -3.1 | -1 | 10 | 0 | 0 | -4 | -1.2 | -6 | -0.1
CCN(CC)c1cc(C)c2ccccc2n1 | -1.8 | -1 | 16 | 4 | 0 | 8 | -0.73 | -8 | 0.1

Quoted at random: 3 compounds from above.
SMILES | TNF necrop inh | Rad51 HR inh | FXIIa inh | Thrombin inh | Hck-Nef inh | FXIa inh 1536 | KCC2 mod | hK5 inh | L929 necroptosis
O=C(Cc1c(F)cccc1Cl)Nc1nc2ccccc2s1 | 4.0 | 10 | 9 | -1 | 12 | -2 | -0.83 | 0 | 17
CCN(CC)c1cc(C)c2ccccc2n1 | -1.8 | -1 | 16 | 4 | 0 | 8 | -0.73 | -8 | 0.1
Cc1cc(/C=C2\SC(=S)NC2=O)cc(C)c1O | -1.0 | -23 | 9 | -3 | 21 | -4 | 7.6* | -1 | 42

An excerpt of these results, field by field.
> Cc1cc(C)n(-c2nc(NCC(C)O)c3c4c(sc3n2)CCCC4)n1 (stereo unspecified)
  TNF necrop inh: -2.1
  Rad51 HR inh: 17
  FXIIa inh: -8
  Thrombin inh: -5
  Hck-Nef inh: 6
  FXIa inh 1536: -14
  KCC2 mod: -0.16
  hK5 inh: -36
  L929 necroptosis: 1.4
> c1csc(-c2nn[nH]n2)c1
  TNF necrop inh: -0.3
  Rad51 HR inh: -3
  FXIIa inh: 20
  Thrombin inh: -13
  Hck-Nef inh: 1
  FXIa inh 1536: 18
  KCC2 mod: 0.28
  hK5 inh: -33
  L929 necroptosis: -0.1
> Cc1cc(Cl)cc(C)c1OCC(=O)O
  TNF necrop inh: nt
  Rad51 HR inh: -2
  FXIIa inh: 6
  Thrombin inh: -4
  Hck-Nef inh: nt
  FXIa inh 1536: 1
  KCC2 mod: nt
  hK5 inh: -13
  L929 necroptosis: nt

The list goes on.
SMILES | TNF necrop inh | Rad51 HR inh | FXIIa inh | Thrombin inh | Hck-Nef inh | FXIa inh 1536 | KCC2 mod | hK5 inh | L929 necroptosis
COC(=O)c1ccsc1NC(=O)c1ccc(Cl)s1 | 0.9 | -1 | 9 | -5 | 23 | -5 | -0.13 | 1 | -0.6
Cc1cc(C)n(-c2ccc(C(=O)OCc3ccccc3)cc2)n1 | 4.2 | -1 | 5 | -6 | 0 | -4 | -0.92 | -6 | 1.9
Cn1c(CSc2nc3ccccc3s2)nnc1SCC(=O)NCc1cccnc1 | -2.2 | 1 | 21 | 21 | 6 | 8 | -0.65 | 14 | -0.4
Cn1cnc2c1c(=O)n(CC(O)CO)c(=O)n2C (stereo unspecified) | -2.3 | 2 | 4 | 0 | 0 | 8 | -0.021 | -25 | 0.6
O=C(NC1CCCCCC1)c1nnc(Cc2ccc(Cl)cc2)o1 | 3.3 | 1 | 17 | 4 | -7 | 7 | 0.26 | -11 | nt
O=C(Nc1ccccc1)c1cc(S(=O)(=O)N2CCSCC2)ccc1Cl | 3.5 | 1 | 4 | -4 | 0 | -4 | -0.53 | -23 | -0.1
CCCCOCCCNC(=O)Cc1cccs1 | -3.1 | 6 | 16 | 2 | 0 | 4 | 0.055 | 6 | 0.2
COc1cc2c(cc1OC)C(C1C(=O)CCCC1=O)N(C(=O)CCl)CC2 (stereo unspecified) | 1.2 | -2 | 6 | -10 | 2 | -1 | -0.21 | -20 | 0.2
Cc1ccc(NC(=S)NC(=O)c2ccccc2)cc1NC(=S)NC(=O)c1ccccc1 | 1.3 | -11 | -1 | -13 | 16 | -3 | 2.5 | -14 | 0.6
O=C(NCCC1=CCCCC1)c1ccc([N+](=O)[O-])cc1 | 1.6 | 1 | 5 | -8 | 1 | -4 | 0.18 | -9 | 1.4
Cc1[nH]c2ccc3c(ncn3CCC#N)c2c1C | 0.3 | 3 | 10 | -2 | 2 | -3 | 1.7 | -5 | -0.1
Cc1c(NC(=O)c2ccccc2NS(=O)(=O)c2ccc(Br)cc2)c(=O)n(-c2ccccc2)n1C | -1.0 | 5 | 2 | -7 | -1 | -5 | 0.28 | 0 | 0.0
COc1ccc(S(=O)(=O)Oc2cccc(/C=N/N=C3/NC(=O)C(CC(=O)O)S3)c2)cc1 (stereo unspecified) | -0.1 | nt | 1 | 0 | 9 | -2 | -0.035 | nt | 0.9
CCNC(=S)NNC(=O)c1cc(-c2cc(C)ccc2C)nc2ccccc12 | -2.3 | -4 | 11 | 3 | 1 | 1 | nt | -79 | 0.0
CN(C(=O)COC(=O)c1ccc2c(=O)n3c(nc2c1)CCC3)C1CCS(=O)(=O)C1 (stereo unspecified) | 0.0 | 11 | -9 | 1 | -12 | -4 | -0.18 | -23 | 2.5
CCc1ccc(C2CC(c3ccco3)=NN2S(C)(=O)=O)cc1 (stereo unspecified) | -8.9 | -4 | 10 | -2 | 1 | 1 | -3.1 | 4 | -0.3
CCOCCCNC(=O)CN1C(=O)CSc2ccccc21 | 0.9 | nt | 10 | -2 | -6 | 6 | 0.55 | -11 | nt
CN(CCC#N)C(=O)COC(=O)c1ccc(Cl)c(S(=O)(=O)N(C)c2ccccc2)c1 | 0.0 | 6 | 4 | 0 | 16 | 0 | -1.9 | -5 | -0.4
Cc1cc(N2CCc3ccccc32)n2ncnc2n1 | -3.0 | -2 | nt | nt | 0 | nt | -1.1 | nt | -0.1
COc1ccc(-c2nc(C(N)=O)c3[nH]c(=O)n(-c4ccccc4OC)c3n2)c(OC)c1 | -4.7 | 6 | 9 | -4 | 1 | -6 | -0.55 | 8 | -0.1

Only part of the results is shown. The share of hits here may be higher or lower than overall.
